High-throughput results from PubChem BioAssay.
SR-BI DiI inh: blocks mouse SR-BI lipid uptake from DiI-HDL; AID 488896; inhibition, % at 12.5 µM; ldlA[mSR-BI] CHO cells, DiI-HDL uptake fluorescence, 3 h; 320,000 compounds, 0.96% hits;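 active means mean replicate inhibition of at least 70% and a set share of replicates each scoring 70 or more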;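 further: 0% = median of neutral control wells and 100% = median of positive control wells; values of inactives mirror those of a sister screen read the other way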
SR-BI DiI-HDL act: SR-BI HDL lipid transfer activation; 320,000 compounds, 0.096% hits; CHO ldlA[mSR-BI] cells, DiI-HDL uptake fluorescence, 3 h; 100 = double the neutral-control signal; activation, % at 12.5 µM; AID 504775;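 active means mean replicate activation of at least 60% and every replicate at or above 60%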;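 further: 0% = median plate neutral-control signal and 100% = twice that signal; values of inactives mirror those of a sister screen read the other way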
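material = CHO ldlA[mSR-BI] cells | medium = Ham's F12 with 0.5% BSA, HEPES 25 mM, pH 7.4 | reagent = fluorescent DiI-HDL, 10 µg/mL final | compound dosing = single-point compound dose | incubation = 3 h, 37 °C | measured by = bottom-read fluorescence, 550/595 nm | measure = HDL uptake via cellular fluorescence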
RTF Ca sens act: increases calcium sensitivity of human cardiac regulated thin filaments | P19429+P45379 | IANBD-labeled TnC RTF fluorescence at EC20 calcium; 0% EC20 calcium, 100% full calcium | activation, % at 7.2 µM | 340,000 compounds, 0.24% hits | AID 493008;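 active means activation above the mean over all tested compounds plus 3 SD, cut at about 30% in these data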;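 further: rise in fluorescence read as greater calcium sensitivity of cardiac thin filaments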
CDK5 p35 inh: CDK5/p35 (human) kinase inhibition; Recombinant CDK5/p35, ADP-Glo luminescence, 60 min; inhibition, % at 10 µM; 330,000 compounds, 0.01% hits; Q00535+Q15078; AID 488839;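 active means highest replicate inhibition of at least 50% and at least 75% of replicates reaching 50%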;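 further: plate controls were DMSO neutral control for no effect and GW8510 at 10 µM for full effect; many of its hits are not listed in these tables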
Rtt109 HAT inh: C. albicans Rtt109 histone acetyltransferase inhibition; purified Rtt109/Vps75, ThioGlo CoA-SH fluorescence, 4 h; AID 540336; inhibition, % at 34.9 µM; 330,000 compounds, 0.16% hits; Q5AAJ8;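 active means inhibition of at least 50% in every replicate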
Target sequence (Q5AAJ8 whole entry, looked up): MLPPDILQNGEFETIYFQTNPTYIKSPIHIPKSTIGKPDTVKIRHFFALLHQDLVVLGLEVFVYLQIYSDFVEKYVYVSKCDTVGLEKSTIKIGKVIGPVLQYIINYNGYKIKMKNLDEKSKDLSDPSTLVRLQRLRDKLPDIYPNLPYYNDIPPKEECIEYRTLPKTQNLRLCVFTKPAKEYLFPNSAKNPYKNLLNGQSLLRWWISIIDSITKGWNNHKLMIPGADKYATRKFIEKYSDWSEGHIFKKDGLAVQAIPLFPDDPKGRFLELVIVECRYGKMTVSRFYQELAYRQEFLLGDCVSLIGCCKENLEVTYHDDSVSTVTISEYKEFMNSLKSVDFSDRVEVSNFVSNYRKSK
HTR5A ag ctr: HTR5A agonism, opioid heterodimer counter-screen; 340,000 compounds, 0.61% hits; P47898; HTR5A agonist assay, luminescence, cell-based; activation, % at 9.3 µM; AID 504692; in the data active means activation mostly above about 9.5%, no sharp cut-off; inactive means mostly below about 7.6%;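 further: 0% = cells with vehicle only and 100% = reference agonist; strong numbers were not always called active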
Target sequence (P47898 whole entry, looked up): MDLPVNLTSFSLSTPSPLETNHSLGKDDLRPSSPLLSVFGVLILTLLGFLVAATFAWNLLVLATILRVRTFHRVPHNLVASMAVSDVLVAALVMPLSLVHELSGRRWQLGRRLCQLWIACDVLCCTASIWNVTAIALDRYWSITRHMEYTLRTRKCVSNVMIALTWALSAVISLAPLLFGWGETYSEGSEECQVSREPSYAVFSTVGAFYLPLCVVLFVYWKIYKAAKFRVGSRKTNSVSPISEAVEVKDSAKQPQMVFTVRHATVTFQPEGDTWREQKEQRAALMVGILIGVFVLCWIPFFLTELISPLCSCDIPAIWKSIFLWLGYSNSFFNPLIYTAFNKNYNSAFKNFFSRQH
PvdQ acylase: blocks Pseudomonas aeruginosa PvdQ acylase activity; AID 488965; 340,000 compounds, 0.063% hits; purified PvdQ acylase, fluorescence plate reader; inhibition, % at 10 µM; in the data active means inhibition above about 30%, passing the limit was not always enough;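 further: 0% = vehicle neutral wells and 100% = reference inhibitor wells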
dFosB act: activators of mouse delta FosB homodimer. activation, % at 25 µM. P13346. 340,000 compounds, 0.99% hits. purified delta FosB, TAMRA-CDK5 oligo fluorescence polarization; percent of positive-control signal above neutral wells;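 active means mean activation above about 17%, with every replicate also reaching it, limit read from the data, passing the limit was not always enough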;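 further: fluorescence polarization rise as delta FosB binds a TAMRA Cdk5 AP-1 oligo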
Wnt bcat act: activators of Wnt/beta-catenin signaling; activation, % at 9.35 µM; AID 743398; Wnt/beta-catenin reporter cell assay, activator, plate reader; 300,000 compounds, 1.2% hits; in the data active means activation above about 30%, passing the limit was not always enough;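 further: 0% = neutral control wells and 100% = positive control wells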
MITF act: activators of MITF-driven TRPM1 promoter activity in SK-MEL-5 cells | SK-MEL-5 TRPM1-promoter luciferase, 24 h; % of positive control, neutral wells = 0 | activation, % at 12.5 µM | 300,000 compounds, 0.75% hits | AID 588334;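 active means mean activation of at least 80% with every replicate also reaching 80%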;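 further: 0% = neutral control wells and 100% = parthenolide positive control wells; values of inactives mirror those of a sister screen read the other way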
Numbers without * were called inactive. Rows are unselected; 4.4% or so of the library scored in one or more.

`COc1ccc(N(C(=O)CNC(=O)c2ccco2)C(C(=O)NC2CCCCC2)c2ccncc2)cc1` (stereo not given) gave SR-BI DiI inh -7, SR-BI DiI-HDL act 7, RTF Ca sens act 5, CDK5 p35 inh -1.1, Rtt109 HAT inh -6, HTR5A ag ctr 4, PvdQ acylase -13, dFosB act -4, Wnt bcat act -1 and MITF act -9.
For CCN(CC(=O)Nc1cc(Cl)ccc1C)C(=O)c1ccc2c(=O)n3c(nc2c1)CCC3 the results were SR-BI DiI inh -5, SR-BI DiI-HDL act 5, RTF Ca sens act 2, CDK5 p35 inh 2.6, Rtt109 HAT inh 16, HTR5A ag ctr 6, PvdQ acylase 12, dFosB act -7, Wnt bcat act 3 and MITF act 5.
`CN(C)CCCNC(=S)Nc1ccc(Oc2ccccc2)cc1` gave SR-BI DiI inh -1, SR-BI DiI-HDL act 1, RTF Ca sens act -1, CDK5 p35 inh -0.4, Rtt109 HAT inh 1, HTR5A ag ctr 3, PvdQ acylase -14, dFosB act -5, Wnt bcat act 17 and MITF act 4.
Screening CC(C)c1ccc(N)c(S(=O)(=O)O)c1 returned RTF Ca sens act -3, CDK5 p35 inh -2.1, Rtt109 HAT inh 2, HTR5A ag ctr 4, PvdQ acylase -15, dFosB act 5, Wnt bcat act 1 and MITF act -4.
`CC(NC(=O)CCNC(=O)c1ccccc1Cl)c1ccc(-n2ccnc2)cc1` (stereo not given) gave SR-BI DiI inh -37, RTF Ca sens act -2, CDK5 p35 inh -4.8, Rtt109 HAT inh -2, HTR5A ag ctr -11, PvdQ acylase -15, dFosB act -1, Wnt bcat act 2 and MITF act -5.
CCC(C)NC(=O)CS(=O)Cc1nc(-c2cccc(OC)c2)oc1C (stereo not given) was read as SR-BI DiI inh -13, SR-BI DiI-HDL act 13, RTF Ca sens act 1, CDK5 p35 inh -1.5, Rtt109 HAT inh 3, HTR5A ag ctr 5, PvdQ acylase -11, dFosB act -9, Wnt bcat act 2 and MITF act -5.
Screening Cc1cccc(-c2nc(CSCC(=O)N3CCN(Cc4ccc5c(c4)OCO5)CC3)c(C)o2)c1 returned SR-BI DiI inh 9, SR-BI DiI-HDL act -9, RTF Ca sens act 6, CDK5 p35 inh 0.8, Rtt109 HAT inh -3, HTR5A ag ctr -2, PvdQ acylase -16, dFosB act -4 and MITF act -9.
Screening COc1ccccc1NC(=O)C(C)OC(=O)CCC1CCCCC1 (stereo not given) returned SR-BI DiI inh 10, SR-BI DiI-HDL act -10, RTF Ca sens act 1, CDK5 p35 inh 1.0, Rtt109 HAT inh -4, HTR5A ag ctr 4, PvdQ acylase -6, dFosB act -2, Wnt bcat act 1 and MITF act 6.
COc1ccc(C2C(C(=O)OCC(=O)NC(C)(C)C)CCC(=O)N2c2ccc(C)cc2)cc1OC (stereo not given) was read as SR-BI DiI inh -17, SR-BI DiI-HDL act 17, RTF Ca sens act -3, CDK5 p35 inh -12, Rtt109 HAT inh -38, HTR5A ag ctr 2, PvdQ acylase 1, dFosB act 1 and MITF act 6.
O=C1/C(=C/c2ccc(F)c(F)c2)CSc2sccc21 was read as SR-BI DiI inh 10, SR-BI DiI-HDL act -10, RTF Ca sens act -1, CDK5 p35 inh 3.7, Rtt109 HAT inh 0, HTR5A ag ctr 6, PvdQ acylase -6, dFosB act -12 and MITF act 9.
For CC(C)NC(=O)CCn1ccc2cc(S(=O)(=O)N3CCCC3)ccc21 the results were SR-BI DiI inh -7, SR-BI DiI-HDL act 7, RTF Ca sens act -1, CDK5 p35 inh 0.4, Rtt109 HAT inh 0, HTR5A ag ctr -1, PvdQ acylase -8, dFosB act -4, Wnt bcat act -3 and MITF act 5.
For CCOc1ccc(NS(=O)(=O)c2ccc(SC)cc2)cc1 the results were SR-BI DiI inh 1, SR-BI DiI-HDL act -1, RTF Ca sens act 11, CDK5 p35 inh -3.0, Rtt109 HAT inh 4, HTR5A ag ctr 12, PvdQ acylase -7, dFosB act 3, Wnt bcat act 0 and MITF act 11.
`Cc1cccc(NC(=O)Nc2ccccn2)c1C` gave SR-BI DiI inh -9, SR-BI DiI-HDL act 9, RTF Ca sens act 7, CDK5 p35 inh -0.8, HTR5A ag ctr 7, PvdQ acylase 1, dFosB act -1, Wnt bcat act 26 and MITF act 46.
Screening COc1ccccc1CN(CC(=O)NCc1ccc2c(c1)OCO2)C(=O)c1ccc2c(c1)OCCO2 returned SR-BI DiI inh 14, SR-BI DiI-HDL act -14, RTF Ca sens act -1, CDK5 p35 inh -1.3, Rtt109 HAT inh -3, HTR5A ag ctr -2, PvdQ acylase -12 and dFosB act 0.

Two records picked at random from those above:
CCC(C)NC(=O)CS(=O)Cc1nc(-c2cccc(OC)c2)oc1C (stereo not given) was read as SR-BI DiI inh -13, SR-BI DiI-HDL act 13, RTF Ca sens act 1, CDK5 p35 inh -1.5, Rtt109 HAT inh 3, HTR5A ag ctr 5, PvdQ acylase -11, dFosB act -9, Wnt bcat act 2 and MITF act -5.
Screening Cc1cccc(-c2nc(CSCC(=O)N3CCN(Cc4ccc5c(c4)OCO5)CC3)c(C)o2)c1 returned SR-BI DiI inh 9, SR-BI DiI-HDL act -9, RTF Ca sens act 6, CDK5 p35 inh 0.8, Rtt109 HAT inh -3, HTR5A ag ctr -2, PvdQ acylase -16, dFosB act -4 and MITF act -9.

Part of the list above in order of length of the SMILES, ascending.
For CCOc1ccc(NS(=O)(=O)c2ccc(SC)cc2)cc1 the results were SR-BI DiI inh 1, SR-BI DiI-HDL act -1, RTF Ca sens act 11, CDK5 p35 inh -3.0, Rtt109 HAT inh 4, HTR5A ag ctr 12, PvdQ acylase -7, dFosB act 3, Wnt bcat act 0 and MITF act 11.
For CCN(CC(=O)Nc1cc(Cl)ccc1C)C(=O)c1ccc2c(=O)n3c(nc2c1)CCC3 the results were SR-BI DiI inh -5, SR-BI DiI-HDL act 5, RTF Ca sens act 2, CDK5 p35 inh 2.6, Rtt109 HAT inh 16, HTR5A ag ctr 6, PvdQ acylase 12, dFosB act -7, Wnt bcat act 3 and MITF act 5.
Screening COc1ccccc1CN(CC(=O)NCc1ccc2c(c1)OCO2)C(=O)c1ccc2c(c1)OCCO2 returned SR-BI DiI inh 14, SR-BI DiI-HDL act -14, RTF Ca sens act -1, CDK5 p35 inh -1.3, Rtt109 HAT inh -3, HTR5A ag ctr -2, PvdQ acylase -12 and dFosB act 0.
